Screening results as filed in PubChem BioAssay.
TNAP inh hi DEA: human TNAP enzyme inhibitors, primary screen, biochemical, luminescent, high phosphate acceptor level, uHTS; Alkaline phosphatase, tissue-nonspecific isozyme (Homo sapiens), P05186; purified TNAP, CDP-star luminescence, 1 M DEA; inhibition, % at 20 µM; actives 0.03% (n = 200,000); AID 1135, 2008;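 active = over 50% inhibition of tissue-nonspecific alkaline phosphatase at 20 µM in the single-dose screen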;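 note: plate controls were DMSO wells for no effect and EDTA-quenched wells as full inhibition for full effect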
Target sequence (P05186 whole entry, looked up): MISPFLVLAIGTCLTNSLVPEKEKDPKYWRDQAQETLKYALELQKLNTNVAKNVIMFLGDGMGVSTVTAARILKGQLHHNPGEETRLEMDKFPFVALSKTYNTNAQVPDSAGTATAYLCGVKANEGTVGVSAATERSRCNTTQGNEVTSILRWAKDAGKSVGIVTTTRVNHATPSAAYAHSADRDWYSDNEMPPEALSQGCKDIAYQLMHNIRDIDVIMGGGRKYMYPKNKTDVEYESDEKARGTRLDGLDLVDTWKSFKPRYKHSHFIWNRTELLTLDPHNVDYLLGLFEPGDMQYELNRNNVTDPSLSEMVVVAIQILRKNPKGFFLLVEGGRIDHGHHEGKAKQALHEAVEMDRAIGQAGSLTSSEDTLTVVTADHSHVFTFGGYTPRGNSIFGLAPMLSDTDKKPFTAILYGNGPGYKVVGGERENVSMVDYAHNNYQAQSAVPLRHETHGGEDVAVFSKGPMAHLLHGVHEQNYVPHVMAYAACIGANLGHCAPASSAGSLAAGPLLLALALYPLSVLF
APP 5UTR inh: inhibitors of APP translation via 5'UTR reporter, primary screen, APP 5'UTR luciferase, SH-SY5Y cells; actives 0.82% (n = 190,000); inhibition, % at 2 µM; SH-SY5Y APP 5'UTR-luciferase reporter, luminescence;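 active = inhibition above a set limit, derived from the sample mean plus 3 SD, cut at about 45% in these data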; note: values of inactives mirror those of a sister screen read the other way
bIAP act: bovine intestinal alkaline phosphatase activators, primary screen, biochemical, bovine IAP, CDP-star luminescence; alkaline phosphatase, intestinal [Bos taurus]; purified bovine IAP, 30 min; hits give high values; fold of DMSO-control signal, blank-subtracted; activation factor at 20 µM; actives 0.17% (n = 200,000);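 active = activation factor of 2 or more at 20 µM, a signal rise over negative controls twice the positive control's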
FLuc stim CS: FLuc activators, initial screening, artefact control for FLuc-dependent activation tests, biochemical, ATPlite luminescence; ATPlite luciferase biochemical, 10 min; 0 = ATP-free wells, 1 = DMSO control; activation factor at 10 µM; 200,000 tested, under 10 active;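 active = luciferase activation factor, scaled between plate controls, of at least 2 with compound at 10 µM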
Target sequence (P08659 whole entry, looked up): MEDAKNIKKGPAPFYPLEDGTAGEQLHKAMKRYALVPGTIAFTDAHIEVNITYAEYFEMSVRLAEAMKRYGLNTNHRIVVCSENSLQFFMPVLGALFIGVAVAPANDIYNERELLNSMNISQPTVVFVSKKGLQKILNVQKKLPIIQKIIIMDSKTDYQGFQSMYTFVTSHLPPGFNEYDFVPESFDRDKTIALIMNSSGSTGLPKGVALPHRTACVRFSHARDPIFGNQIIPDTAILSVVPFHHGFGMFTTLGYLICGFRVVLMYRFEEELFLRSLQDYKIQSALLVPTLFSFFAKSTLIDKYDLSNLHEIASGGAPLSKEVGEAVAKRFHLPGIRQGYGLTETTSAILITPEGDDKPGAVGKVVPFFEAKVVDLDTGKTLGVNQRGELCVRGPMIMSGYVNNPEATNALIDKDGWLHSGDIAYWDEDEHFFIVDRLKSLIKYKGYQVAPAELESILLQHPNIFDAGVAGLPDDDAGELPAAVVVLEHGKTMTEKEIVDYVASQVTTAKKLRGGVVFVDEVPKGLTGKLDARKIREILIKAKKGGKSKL
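Material: Luciferase/luciferin reagent mix; Doses: test compounds dosed from 2 mM stocks in 100% DMSO; Schedule: 10 min incubation after luciferase reagent addition, room temperature; Measured by: luminescence from luciferase reaction; Read-out: luminescence gain marking luciferase activators.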
FLuc inhib CS: firefly luciferase enzyme inhibitors, primary screen, artefact control for luciferase-based inhibitor screens, biochemical, luminescence, ATPLite; inhibition, % at 10 µM; 10 min; AID 1006, 2008; actives 1.5% (n = 200,000);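 active = inhibition above about 50% when tested at 10 µM, limit read from the data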
L major viab: Leishmania major promastigote growth inhibition, primary screen. Leishmania major promastigotes, resazurin fluorescence viability. inhibition, % at 10 µM. actives 9% (n = 200,000); in the data active = inhibition above about 50%;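 note: promastigotes grown with compound for 44 hours at 28 °C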
RAM network inh: inhibitors of the yeast RAM network, primary screen, dse1pr::URA3 reporter, 5-FOA selection | inhibition, % at 50 µM | AID 868, 2007 | actives 1.8% (n = 190,000) | S. cerevisiae dse1pr::URA3 reporter, 5-FOA growth OD615, 2 d; analog-sensitive cbk1-as2 kinase mutant strain;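 active = inhibition above a set limit, 3 SD over mean compound inhibition, cut at about 8.4% in these data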;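 note: 0% = DMSO-only wells with no growth and 100% = 10 µM 1-NA-PP1 full growth; inhibition rescues growth on 5-FOA so higher OD means more RAM inhibition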
TNAP inh noacc: human TNAP enzyme inhibitors, primary screen, biochemical, luminescent, no phosphate acceptor, uHTS. actives 0.26% (n = 200,000). purified TNAP, CDP-star luminescence, 30 min. AID 1012, 2008. Alkaline phosphatase, tissue-nonspecific isozyme (Homo sapiens), P05186. inhibition, % at 20 µM;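 active = tissue-nonspecific alkaline phosphatase inhibition above about 50% at 20 µM in the single-dose screen, limit read from the data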;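 note: 0% = DMSO negative control and 100% = EDTA positive control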
bIAP inhibitor: bovine intestinal alkaline phosphatase inhibitors, primary screen, selectivity assay for TNAP inhibitor project, biochemical, bovine IAP, CDP-star luminescence; inhibition, % at 20 µM; 190,000 tested, under 10 active; purified bovine IAP, 30 min;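 active = over 50% inhibition of intestinal alkaline phosphatase at 20 µM in the single-dose screen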
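Assay system – bovine IAP enzyme · Quantity – bovine IAP at 1/65,000,000 final dilution · Detection – CDP-star luminescence signal · Times – 30 min reaction at room temperature · Also added – CDP-star substrate at 30 µM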
TNAP act hiacc: TNAP activators at high phosphate acceptor level, primary screen, biochemical, luminescence, uHTS. Alkaline phosphatase, tissue-nonspecific isozyme (Homo sapiens), P05186. purified TNAP, CDP-star luminescence, 1 M DEA, 30 min; hits give high values; 0 = EDTA background, 1 = DMSO-only activity. activation factor at 20 µM. 200,000 tested, under 10 active;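 active = activation factor at least 2 at 20 µM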
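Assay system: human TNAP; Input: enzyme diluted 1/800 final; Reagent: CDP-star luminogenic substrate at 100 µM final; Timing: 30 min, room temperature; Signal: luminescence; Evaluation: TNAP activation factor scaled between EDTA and DMSO control wells.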
* hit, by the source's call; . = not tested or not shown. An excerpt (hit frequency here may not be typical).

SMILES	TNAP inh hi DEA	APP 5UTR inh	bIAP act	FLuc stim CS	FLuc inhib CS	L major viab	RAM network inh	TNAP inh noacc	bIAP inhibitor	TNAP act hiacc
CN(C)C(=O)Oc1cccc2c(OC(=O)N(C)C)cccc12	-6	-10	1	1	-4	-5	2.1	-12	0	1.1
CCC(=O)N1CCN(CCN=Cc2c(O)n(C)c(=O)n(C)c2=O)CC1	-7	-4	0.9	1.1	-7	-2	4.1	-11	6	1.1
O=C(c1ccc(Cl)cc1)C1CCCN(Cc2ccc3nonc3c2)C1 (stereo unspecified)	-3	7	0.9	1.1	-6	85*	-0.4	-2	15	1
CCC(=NCC1CCCO1)c1c(O)[nH]c(=O)[nH]c1=O (stereo unspecified)	-8	1	0.9	1.1	-5	-6	0.8	-10	7	1.1
CN1CCc2c(C#N)c(Cl)nc(Cl)c2C1	-1	4	1	1.1	-6	-1	0.8	2	1	1
CCOP(=S)(OCC)SCC(=O)NC(C(=O)O)C(C)C (stereo unspecified)	-1	-5	1.1	1.1	-7	-7	0.2	-6	-10	1
c1ccc2c(c1)CC1CNCc3cccc(c31)S2 (stereo unspecified)	-1	-3	1	1	-4	29	0.8	-10	0	1
O=C(c1ccco1)c1cn(Cc2ccccc2Cl)c2ccccc12	-2	-1	0.4	1	0	38	18*	-4	.	1
Cc1cccc(N2C(=O)NC(=O)/C(=C/c3ccc([N+](=O)[O-])o3)C2=O)c1	10	4	0.9	1	3	13	0.9	-17	9	0.9
O=C1NS(=O)c2cc([N+](=O)[O-])cc([N+](=O)[O-])c21 (stereo unspecified)	0	-11	1.1	1	-1	-2	-0.6	-6	-14	1
CCCCN1C(=O)/C(=C/C=C/c2ccco2)C(=O)NC1=S	1	-5	1	1.1	-7	9	5.8	24	4	1
N#Cc1ccccc1Cn1cc(C(=O)c2cccs2)c2ccccc21	-1	-11	1	1	-1	11	3.5	-5	0	1
CCCc1nc2ccccc2c(=O)n1-c1cccc(OC)c1	-4	9	1.1	1.1	-8	1	2.0	-10	-5	1
CCN1C(=O)/C(=C\c2ccc([N+](=O)[O-])s2)C(=O)NC1=S	13	10	0.5	1.1	-5	99*	2.0	10	46	0.9
CN1C(=O)N(C)C(=O)C2(Sc3ccccc3C2=O)C1=O	-3	11	1	1	-3	-5	0.3	-3	-1	1

Just L major viab and FLuc inhib CS, for some of the entries so far:
Molecule | L major viab | FLuc inhib CS
CCCCN1C(=O)/C(=C/C=C/c2ccco2)C(=O)NC1=S | 9 | -7
N#Cc1ccccc1Cn1cc(C(=O)c2cccs2)c2ccccc21 | 11 | -1
CCCc1nc2ccccc2c(=O)n1-c1cccc(OC)c1 | 1 | -8

The list goes on.
SMILES	TNAP inh hi DEA	APP 5UTR inh	bIAP act	FLuc stim CS	FLuc inhib CS	L major viab	RAM network inh	TNAP inh noacc	bIAP inhibitor	TNAP act hiacc
O=C(NC(Oc1ccccc1)C(Cl)(Cl)Cl)c1ccccc1 (stereo unspecified)	0	5	1	1	-2	-4	2.4	-4	2	1
CC(C)(C)c1ccc(C(=O)C2CCCN(Cc3ccon3)C2)cc1 (stereo unspecified)	-8	-17	1.1	1	4	80*	-1.1	-10	-6	1.1
Cc1ccc(C(=O)N[C@@H](C)CN2C3=NC[C@@H](Cc4ccccc4)N3C[C@H]2Cc2ccc(O)cc2)cc1Br	-12	6	1.3	1	-3	52*	0.4	-23	-26	1.1
CCOC(=O)C1SC2(C(F)(F)C(F)F)CC1(O)c1c(c(OC)c3occc3c1OC)O2 (stereo unspecified)	0	-12	0.9	1.1	-7	0	9.4*	-18	6	1
N[C@@H](Cc1c[nH]c2ccccc12)c1nnc(SCc2ccc(Cl)cc2)o1	-8	7	1	1	-2	0	-0.9	-8	-4	1.1
O=C1NC(=O)C(CCc2ccncc2)(CCc2ccncc2)C(=O)N1CCc1ccc(F)cc1	-4	-8	1.1	1.1	-6	9	0.7	-14	-7	1
Oc1ccccc1/C=N/NP(=S)(c1ccccc1)c1ccccc1	-4	-3	0.8	1	-4	9	8.6*	-12	18	1
CN1CCN(c2nc3ccccc3c(=O)n2-c2ccccc2)CC1	-1	4	0.9	1	-3	-9	-0.7	-10	11	1
Cc1ccc(NP(=O)(Oc2ccccc2F)Oc2ccccc2F)cc1C	0	3	0.9	1	-1	7	17*	-8	6	1
Nc1ccccc1C(=O)OCC(=O)N1CCc2ccccc21	0	-13	0.9	0.7	28	-4	2.3	-2	13	1
CCCCOC(=O)C1=C(N)OC2=C(C(=O)CCC2)[C@]12C(=O)Nc1ccccc12	0	-15	0.9	1	-4	-1	1.4	-9	8	1
NC(=O)OCCSc1nnc(-c2cccc(C(N)=S)c2)o1	1	0	0.9	1	-4	-5	0.6	-25	7	1
Cc1c(/C=N/O)c2ccccc2n1C	0	4	1.1	1	0	-3	0.0	-8	-13	1
C=CCN1C(=O)NC(=O)/C(=C/c2ccc(OC)c(CSc3ccccn3)c2)C1=O	-2	9	1	1	-3	-5	0.5	9	3	1
Cc1ccc(-c2nc3ccccc3c(=O)n2-c2ccc(O)cc2)cc1	-2	-7	1.1	1.1	-6	-2	-0.4	-5	-13	1
COc1cc2c3c(c1OC)-c1cc(O)ccc1CC3NCC2 (stereo unspecified)	-6	-12	0.9	1	-1	-1	0.9	-10	7	1.1
Cc1cccnc1-n1c(-c2ccccc2)nc2ccccc2c1=O	-1	2	0.9	1	-4	-3	0.9	-9	9	1
CN1CC(C(=O)c2ccc(F)cc2)C(c2c(F)cccc2Cl)C1 (stereo unspecified)	-8	-9	0.9	1.1	-6	21	1.2	-6	9	1.1
COc1ccc(C2(C#N)CC[N+](C)(C)CC2)cc1	-4	-15	1	1.1	-5	-14	1.6	-11	0	1
O=C(NCc1ccccn1)c1ccccc1Cl	-4	-11	1.2	1.1	-6	-2	1.3	-11	-15	1
COC(=O)C1=CCCN(C)C1	-2	8	1.2	1	-1	-1	-0.4	-9	-20	1
CCN1CCN(c2ccc([N+](=O)[O-])cc2C(=O)OC)CC1	0	-11	1	1	-3	0	1.2	-2	1	1
Cc1ccnc(NS(=O)(=O)c2ccc(N=Cc3c(O)n(C)c(=O)n(C)c3=O)cc2)n1	4	4	1.1	1	-2	-3	3.3	-4	-7	1
CC(=NCCN1CCOCC1)c1c(O)n(-c2ccccc2C)c(=O)[nH]c1=O	-3	-14	1	1.1	-6	0	0.1	-12	5	1
O=P(O)(O)Cc1ccccc1OP(=O)(c1ccccc1)c1ccccc1	-1	-4	0.9	1.1	-7	8	1.5	6	9	1
CC1=CC(C)C(COC(N)=O)(COC(N)=O)C(C)C1 (stereo unspecified)	-3	8	0.9	1.1	-6	-5	-1.1	-6	9	1
CN(C)C(Cc1ccc(Cl)cc1)C(=O)c1ccccc1 (stereo unspecified)	6	-26	0.9	1	-1	-3	0.6	-4	8	0.9
CC(C)(C)OC(=O)c1c(N)n(Cc2ccco2)c2nc3ccccc3nc12	-5	0	1.1	1	-4	35	0.4	-21	-10	1
CCN(CC)C(=O)c1ccc(NC(=O)c2cc(-n3cnnc3)ccc2Cl)cc1	-5	2	1.1	1	-5	5	-1.1	-13	-5	1
C/C(CC(c1ccccc1)c1c(O)c2ccccc2oc1=O)=N\NC(N)=S (stereo unspecified)	-1	7	1	1	-3	-8	1.2	-2	-4	1
CC(C)NS(=O)(=O)c1ccc(OCC(=O)N2CCN(Cc3ccc4c(c3)OCO4)CC2)c(Cl)c1	-2	18	1.1	1.1	-7	56*	0.0	-1	-5	1
CCOc1ccc(NC(=O)c2ccc(NC(=O)COC(=O)Cc3ccccc3)cc2)cc1	1	-82	0.8	1	-1	-4	5.3	9	16	1
O=C(c1ccccc1)c1cn(CC(=O)N2CCOCC2)c2ccccc12	0	-7	1	1	-3	15	1.1	-9	3	1
O=C1NC(=O)C(CCc2ccccn2)(Cc2ccc3c(c2)OCO3)C(=O)N1CCc1ccccc1 (stereo unspecified)	-10	-13	1	1.1	-7	98*	-0.9	-4	-1	1.1
Cn1c(O)c(C=NC2CC(C)(C)NC(C)(C)C2)c(=O)n(C)c1=O	-6	13	0.9	1	0	6	3.2	-14	7	1.1
CCS(=O)(=O)N1CCCC(C(=O)N2CCC3(CC2)OCCO3)C1 (stereo unspecified)	-6	1	1.1	1	-4	-5	-0.1	-13	-5	1.1
CC(=O)Nc1ccccc1C(=O)OCc1ccccc1F	-5	-3	0.9	1.1	-9	-5	0.0	-7	8	1
CC(=O)N1CN(C(C)=O)CN(C(C)=O)C1	2	2	1	1	-3	-3	-1.1	-8	1	1
NCC(CC(=O)O)c1ccc(Cl)cc1 (stereo unspecified)	-4	-3	0.9	1.1	-7	9	3.6	-14	6	1
COc1cc(OC)c(OC)cc1/C=C1\C(=O)NC(=O)N(Cc2ccccc2)C1=O	-5	11	0.7	1.1	-8	-6	6.7	-11	28	1.1
C=Cn1ccnc1P(=S)(c1ccccc1)c1nccn1C=C	-3	8	1.1	1.1	-5	-4	0.5	2	-12	1
Cc1ccc(/C=C2/C(=O)NC(=O)N(C)C2=O)cc1	-1	4	1	1.1	-6	45	0.6	-20	-5	1
Clc1cccc(N2CCNCC2)c1Cl	-2	5	1.1	1.1	-8	15	-0.2	-10	-6	1
COc1ccc(OC)c(NC2=NCCCS2)c1	-5	-15	1	1.1	-8	-2	1.5	-13	-3	1
CN(C)CCc1nc2ccccc2c(=O)n1-c1ccccc1	-7	-16	0.9	1	-2	5	0.1	-16	5	1.1
Cc1ccc(N2Cc3ccccc3C2=N)cc1[N+](=O)[O-]	-6	0	0.9	1.1	-8	-4	-0.7	-34	6	1.1
CN1CCCC(C(=O)c2ccccc2)C1 (stereo unspecified)	-4	-7	1	1	-3	-5	1.2	-13	4	1
O=C(c1ccccc1F)c1cn(CC(=O)N2CCOCC2)c2ccccc12	-2	-6	1.1	1.1	-11	-1	1.2	-1	-9	1
CC(C)Cn1cc(C(=O)N2CCC3(CC2)OCCO3)c2c3ccccc3n(C)c2c1=O	-3	-5	1.1	1.1	-7	-9	-0.9	-10	-12	1
CC(C)(C)P(=O)(NCc1ccccc1)c1ccccc1 (stereo unspecified)	3	-3	1	1	0	-7	1.6	-7	-1	1
